Assay outcomes deposited in PubChem by NMMLSC.
RGS4-Gao reg: modulates binding of RGS4 to human Galphao; binding response (% of control), % at 10 µM; AID 1415; Multiplexed bead flow cytometry; actives lie on both sides; P09471; 0.33% of 220,000 active; in the data active = binding response below about 49% or above about 150%; inactive = in between;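 note: fluorescent Galphao activated with aluminum fluoride binding bead-coupled RGS4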
Bcl-B Bim block: inhibitors of Bim-Bcl-B interaction, human; inhibition, % at 10 µM; bead-based flow cytometry, Bim peptide-Bcl-B binding; 0.073% of 190,000 active; AID 951; Q9HD36;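 note: 0% = tracer peptide without compound and 100% = reference inhibitor peptide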
Bim-Bcl-2: disrupts Bim peptide binding to human Bcl-2. Bead-based flow cytometry, Bim peptide-Bcl-2 binding. inhibition, % at 10 µM. 0.06% of 190,000 active. AID 950; in the data active = inhibition above about 40%; inconclusive = no clear call, values can overlap the other calls;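 note: 0% = no compound wells with probe peptide and 100% = reference peptide inhibitor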
RGS7-Gao: regulators of human RGS7-Galphao interaction; P09471; Multiplexed bead flow cytometry, RGS7-Galphao binding; actives lie on both sides; binding response (% of control), % at 10 µM; 0.35% of 220,000 active; in the data active = binding response below about 49% or above about 150%; inconclusive = no clear call, values can overlap the other calls; inactive = in between;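 note: fluorescent Galphao held in activated GDP-AlF4 state binding bead-coupled RGS7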
ABCG2 block: inhibitors of human ABCG2 transporter, ABCB1 counter-screen; Q9UNQ0; IgMXP3 cells, JC-1 efflux, flow cytometry; inhibition, % at 6.6 µM; 0.1% of 190,000 active; AID 1325;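 active = inhibition above 80%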;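 note: 0% = DMSO and 100% = nicardipine control wells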
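test system = two drug-resistant human cell lines, ABCG2 and ABCB1 | amount = 3 million cells/mL final, two lines in 1:1 ratio | reagent = JC-1 transporter substrate | doses = one concentration, 6.6 µM final | incubation = 10 min at 25 °C | signal = flow cytometric JC-1 green MFI at 530 nm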
Bfl-1 Bim block: disrupts Bim binding to human Bfl-1. Q16548. Bead-based flow cytometry, Bim-Bfl-1 binding inhibition. inhibition, % at 10 µM. 0.12% of 190,000 active. AID 1008;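 note: 0% = wells without compound plus tracer and 100% = blocker peptide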
Avidin bead fluor: avidin bead compound fluorescence profile. fluorescence (KMESF) at 10 µM. Avidin beads, compound fluorescence 488/530 nm, flow cytometry; stronger effect = higher value. 0.38% of 220,000 active. AID 1775; in the data active = fluorescence above about 47; note: inactives centre near 10
GSH fluor: GSH bead compound fluorescence profile. GSH beads flow cytometry, compound fluorescence 488/530 nm; stronger effect = higher value. fluorescence (KMESF) at 10 µM. 0.25% of 190,000 active. AID 1776; in the data active = fluorescence above about 89;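 note: glutathione beads carrying GST-tagged Bcl family fusion proteins plus one bare bead set; values are compound well signal with DMSO vehicle wells as background; inactives centre near 16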
ABCB1 block: blocks JC-1 efflux by human ABCB1 transporter. CCRF-Adr cells, flow cytometry. inhibition, % at 6.6 µM. P08183. 0.067% of 190,000 active; in the data active = inhibition above about 40%;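 note: 0% = vehicle and 100% = reference inhibitor; higher value means more JC-1 retained so stronger ABCB1 efflux block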
Target sequence (P08183 whole entry, looked up): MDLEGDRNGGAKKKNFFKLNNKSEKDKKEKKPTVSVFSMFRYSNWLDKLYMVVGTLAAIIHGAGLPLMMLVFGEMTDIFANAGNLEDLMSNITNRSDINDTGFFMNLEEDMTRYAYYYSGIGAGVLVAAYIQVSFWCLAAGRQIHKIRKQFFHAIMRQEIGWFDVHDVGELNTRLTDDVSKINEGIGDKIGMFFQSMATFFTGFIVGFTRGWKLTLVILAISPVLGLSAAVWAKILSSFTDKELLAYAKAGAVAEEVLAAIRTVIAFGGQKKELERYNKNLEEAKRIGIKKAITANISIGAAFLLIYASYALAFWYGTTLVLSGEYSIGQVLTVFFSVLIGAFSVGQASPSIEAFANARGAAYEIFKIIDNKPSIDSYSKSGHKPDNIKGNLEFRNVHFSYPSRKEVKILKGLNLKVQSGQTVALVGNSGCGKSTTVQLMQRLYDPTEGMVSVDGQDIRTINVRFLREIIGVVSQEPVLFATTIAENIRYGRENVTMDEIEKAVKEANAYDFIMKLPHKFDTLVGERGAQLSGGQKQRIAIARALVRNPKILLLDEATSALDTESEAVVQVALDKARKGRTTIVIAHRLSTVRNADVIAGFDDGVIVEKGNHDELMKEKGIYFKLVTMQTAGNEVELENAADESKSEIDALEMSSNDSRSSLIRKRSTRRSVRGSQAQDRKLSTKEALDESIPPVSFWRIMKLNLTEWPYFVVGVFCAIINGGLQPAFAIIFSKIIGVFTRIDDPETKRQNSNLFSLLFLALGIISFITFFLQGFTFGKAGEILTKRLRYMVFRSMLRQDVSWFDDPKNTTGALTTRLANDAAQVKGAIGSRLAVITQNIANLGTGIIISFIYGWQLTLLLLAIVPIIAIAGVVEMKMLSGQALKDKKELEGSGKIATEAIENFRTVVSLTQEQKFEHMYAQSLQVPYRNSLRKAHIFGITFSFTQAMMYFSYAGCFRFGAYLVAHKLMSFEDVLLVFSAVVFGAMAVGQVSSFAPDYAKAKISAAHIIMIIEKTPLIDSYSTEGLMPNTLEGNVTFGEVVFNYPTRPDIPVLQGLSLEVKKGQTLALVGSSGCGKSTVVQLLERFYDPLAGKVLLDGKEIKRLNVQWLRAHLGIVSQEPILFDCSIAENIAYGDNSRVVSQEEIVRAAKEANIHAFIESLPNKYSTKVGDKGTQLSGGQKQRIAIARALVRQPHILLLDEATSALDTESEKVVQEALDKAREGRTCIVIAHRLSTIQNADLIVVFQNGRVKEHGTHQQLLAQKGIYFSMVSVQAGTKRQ
Bim-Bcl-XL: human Bim-Bcl-XL interaction inhibition. 0.04% of 190,000 active. AID 1007. inhibition, % at 10 µM. Q07817. Bim peptide-Bcl-XL binding, bead flow cytometry, fluorescence
Bcl-W Bim block: inhibitors of Bim-Bcl-W interaction, human. Q92843. bead-based flow cytometry, Bim peptide-Bcl-W binding. inhibition, % at 10 µM. 0.02% of 190,000 active. AID 952;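 note: 0% = bound tracer without compound and 100% = peptide blocker; higher means less fluorescent Bim peptide bound to Bcl-W beads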
Active calls of the source: *; u = inconclusive; x = no result given. Cut-off read from the data, not from the text of the source, unless noted: active = inhibition above about 40%. Rows were taken by chance. About 1.3% of those tested had a hit in this group.

A first look:
SMILES	RGS4-Gao reg	Bcl-B Bim block	Bim-Bcl-2	RGS7-Gao	ABCG2 block	Bfl-1 Bim block	Avidin bead fluor	GSH fluor	ABCB1 block	Bim-Bcl-XL	Bcl-W Bim block
CCCCc1nnc(NC(=O)CSc2nc(=O)cc(N)n2-c2cccc(C)c2)s1	106	x	x	104	1	x	31	x	0.2	10	4
NC(=O)C1CCN(C(=O)COc2cccc3ccccc23)CC1	99	-7	-7	95	4	-14	10	29	1.0	-7	-1
CCS(=O)(=O)CCSc1nc(C)cc(C)n1	101	-14	-13	99	18	-20	21	37	-0.2	-9	-4
COCCN(Cc1cc2cc3c(cc2nc1Cl)OCO3)C(=O)c1ccc(C)cc1	101	-1	-10	100	4	-4	13	11	0.7	-2	1
COCCCN(C(=O)c1cc2c(s1)CCC2)c1c(N)n(Cc2ccccc2)c(=O)[nH]c1=O	93	0	1	94	1	-1	10	17	0.2	-3	0
CCC(C)(C(=O)NC1CCCC1)N(Cc1ccco1)C(=O)Cc1cccs1 (stereo not given)	98	-5	1	100	5	-10	9	13	0.6	-1	0
COc1ccccc1N1CCN(C(=O)c2cc(-c3ccc(Br)cc3)on2)CC1	102	-4	-7	103	1	-9	7	21	0.3	-1	1

The whole of this part, from the first entry:
SMILES	RGS4-Gao reg	Bcl-B Bim block	Bim-Bcl-2	RGS7-Gao	ABCG2 block	Bfl-1 Bim block	Avidin bead fluor	GSH fluor	ABCB1 block	Bim-Bcl-XL	Bcl-W Bim block
CCCCc1nnc(NC(=O)CSc2nc(=O)cc(N)n2-c2cccc(C)c2)s1	106	x	x	104	1	x	31	x	0.2	10	4
NC(=O)C1CCN(C(=O)COc2cccc3ccccc23)CC1	99	-7	-7	95	4	-14	10	29	1.0	-7	-1
CCS(=O)(=O)CCSc1nc(C)cc(C)n1	101	-14	-13	99	18	-20	21	37	-0.2	-9	-4
COCCN(Cc1cc2cc3c(cc2nc1Cl)OCO3)C(=O)c1ccc(C)cc1	101	-1	-10	100	4	-4	13	11	0.7	-2	1
COCCCN(C(=O)c1cc2c(s1)CCC2)c1c(N)n(Cc2ccccc2)c(=O)[nH]c1=O	93	0	1	94	1	-1	10	17	0.2	-3	0
CCC(C)(C(=O)NC1CCCC1)N(Cc1ccco1)C(=O)Cc1cccs1 (stereo not given)	98	-5	1	100	5	-10	9	13	0.6	-1	0
COc1ccccc1N1CCN(C(=O)c2cc(-c3ccc(Br)cc3)on2)CC1	102	-4	-7	103	1	-9	7	21	0.3	-1	1
O=C(CSc1nnc(CN2CCOCC2)n1-c1ccc(Cl)cc1)Nc1ccc2c(c1)OCO2	100	-12	-9	97	19	-15	13	32	1.0	-8	0
[O-]/[N+](=C\c1ccc(OC(F)F)cc1)c1ccccc1	98	-5	-8	99	0	-19	28	22	0.2	-10	-5
COCCCNC(=O)Cn1cnc2sc(C)c(S(=O)(=O)N3CCN(c4ncccn4)CC3)c2c1=O	105	-3	-3	101	1	-4	12	14	0.6	-2	-1
CC1CCC(C(C)C)C(OC(=O)Cn2c(-c3ccc(F)cc3)[n+](C)c3ccccc32)C1 (stereo not given)	105	-5	-11	111	12	-13	15	20	0.9	-3	-1
Cn1c(=O)cc(OCC(=O)NCc2ccccn2)c2ccccc21	112	-1	-2	111	0	-2	12	15	0.0	-2	-2
COCCNC(=O)C(c1cccs1)N(Cc1ccccc1)C(=O)Cn1nnc2ccccc21 (stereo not given)	85	1	4	94	4	3	2	46	0.2	3	0
Cc1cc(NC(=O)c2ccc3c(c2)C(=O)N(C)C3=O)no1	100	-4	2	103	1	-7	7	5	0.1	0	1
CCN(CC(=O)Nc1cccc(S(=O)(=O)N2CCCC2)c1)CC(=O)Nc1ccccc1OC	104	-4	-2	98	3	-6	21	9	1.4	-4	-3
Brc1ccccc1OCCOc1cccc2cccnc12	103	-9	-10	100	13	-16	19	17	0.9	-8	-7
Cc1ccc(NC(=O)NNS(=O)(=O)c2ccc(Br)cc2)cc1	99	0	0	94	0	-1	20	17	0.0	-5	-1
CCOc1cc(Br)ccc1S(=O)(=O)N1CC(C)OC(C)C1 (stereo not given)	101	-3	-7	93	1	-6	4	57	0.2	-8	2
CC(=O)c1ccc(Oc2nc3c(c(=O)n(C)c(=O)n3C)n2C)cc1	107	6	5	106	5	5	9	20	0.6	-4	0
CCOc1ccc(S(=O)(=O)NCCC(=O)OCC(=O)c2ccc[nH]2)cc1	93	-4	-3	u	2	-5	11	13	0.7	-2	0
CCOC(=O)c1c(C)nc(C)c(C(=O)OCC)c1-c1ccc(Br)cc1	103	-2	-5	98	20	-3	10	11	1.1	-1	-4
COc1ccccc1N1CCN(C(=O)c2c(C)cc(=O)oc2C)CC1	106	-7	-7	103	2	-8	6	51	0.7	7	3
O=S(=O)(Nc1nc2ccccc2nc1Cl)c1ccc(Br)cc1	99	-4	0	u	0	-3	12	14	0.0	-3	2
O=C(OCC(=O)N1CCN(C(=O)c2ccco2)CC1)c1cc(-c2ccccc2)nc2ccccc12	96	-2	0	96	0	1	32	15	0.8	-4	-2
CC1=Nc2ccc(C)c3nc(C)cc(c23)N1c1ccc(C)cc1	104	-8	12	102	1	0	20	18	0.3	-6	-3
SMILES	RGS4-Gao reg	Bcl-B Bim block	Bim-Bcl-2	RGS7-Gao	ABCG2 block	Bfl-1 Bim block	Avidin bead fluor	GSH fluor	ABCB1 block	Bim-Bcl-XL	Bcl-W Bim block
CCn1c(CN2CCN(C(=O)c3ccco3)CC2)nc2c1c(=O)n(C)c(=O)n2C	96	-7	-9	98	-4	-15	10	25	-0.3	-5	0
C(=N\Nc1nc(N2CCCC2)nc(N2CCCC2)n1)/c1cccnc1	103	0	0	104	2	-4	10	22	1.0	0	0
COc1nnc(-c2ccc(N3CCOCC3)c(NC(C)=O)c2)c2ccccc12	106	0	0	101	3	-1	10	10	0.1	3	1
c1ccc(Cc2nn3c(Cn4nnc5ccccc54)nnc3s2)cc1	102	-17	-4	109	0	9	7	5	0.0	-6	0
Cc1ccc(C(=O)O/N=C/c2c(Cl)n(C)c3ccccc23)cc1	101	-2	-5	99	1	0	37	15	-0.1	1	-2
C=C(C)COc1ccc(-c2nc(N)ncc2Oc2ccc(OC)cc2)c(O)c1	93	0	-4	93	4	0	19	13	0.9	1	4
CN(C)S(=O)(=O)c1ccc(Cl)c(NC(=O)CSc2nc3c(cc2C#N)C(=O)CCC3)c1	103	-3	2	101	-3	1	1	4	1.1	-4	1
Cc1ccc2c(Cl)cc(Cl)c(OCC(=O)NCc3ccco3)c2n1	70	-5	-7	78	0	-6	4	23	0.0	-2	1
Cc1ccc(-c2nsc(SCC(=O)NCc3ccc4c(c3)OCO4)n2)cc1	102	-5	-5	99	2	-2	6	13	0.1	-7	-7
Cc1ccc(OCCn2c(CCCO)nc3ccccc32)cc1	102	-3	-5	99	14	1	25	16	1.7	-1	2
Cc1cc(C)n2nc(SCC(=O)N/N=C/c3ccccn3)nc2n1	98	-4	-2	101	3	-1	3	11	0.3	-6	-3
COc1ccc(C2CC(c3cccs3)=NN2C(=O)COC(=O)c2cc3ccccc3cc2O)cc1OC (stereo not given)	87	-2	0	97	1	1	11	10	1.1	-7	-3
O=C(c1cccc(Oc2ccc([N+](=O)[O-])cc2Cl)c1)N1CCCCC1	106	-4	2	103	3	-3	9	13	3.2	0	0
COCCn1c(C)cc(C(=O)CSc2nc3ccccc3o2)c1C	100	-8	-4	99	70	-13	13	34	1.6	-4	-1
COc1cccc(C(C(=O)NCC2CCCO2)N(CC2CCCO2)C(=O)CN2C(=O)c3ccccc3S2(=O)=O)c1 (stereo not given)	99	-1	-7	101	-1	-3	5	18	0.1	0	2
CS(=O)(=O)N1CCN(c2ccc(NC(=O)CSc3ccc(Cl)cc3)cc2)CC1	103	-13	-11	97	4	-20	39	27	0.4	-9	-5
COc1ccccc1C(=O)C1Nc2ccccc2-c2nnc(SC)nc2O1 (stereo not given)	103	-9	-15	101	29	-4	34	22	1.3	-5	0
Nc1nc(SCc2ccc(Cl)c(Cl)c2)n[nH]1	99	-1	0	97	6	-2	5	9	0.4	-1	-1
Cc1cc(C)c(NC(=O)c2ccc(CN3CCc4ccccc4C3)cc2)c(C)c1	91	0	-1	98	4	0	12	20	1.1	-1	-2
Cc1cccc(OCc2nnc(SCc3cc(=O)[nH]c4ccccc34)n2-c2ccccc2)c1	101	7	11	103	-4	12	6	11	-0.5	9	11
COc1ccc(C(=O)NCc2cccnc2)cc1	101	-17	-4	102	-1	-2	4	31	-1.1	-5	-3
CSc1ccccc1NC(=O)COC(=O)c1ccccc1O	97	0	-3	95	6	-8	10	13	0.5	-3	-1
CC1C(c2ccccc2)N(C)CCC12NC(=O)NC2=O (stereo not given)	99	-3	-7	98	1	-10	7	16	0.2	-1	3
O=C1C2=C(NC(=S)NC2c2ccc(Cl)cc2)NC(c2ccc(Cl)cc2)N1c1ccc(Cl)cc1 (stereo not given)	99	-1	-8	104	1	-2	15	18	0.4	-5	-7
CC1=Nn2c(nnc2-c2cc(C)[nH]n2)SC1	103	-8	-9	100	1	-11	7	41	-0.1	0	0

Entries of single compounds as entered above. Order of screens: RGS4-Gao reg, Bcl-B Bim block, Bim-Bcl-2, RGS7-Gao, ABCG2 block, Bfl-1 Bim block, Avidin bead fluor, GSH fluor, ABCB1 block, Bim-Bcl-XL, Bcl-W Bim block
Cc1ccc(OCCn2c(CCCO)nc3ccccc32)cc1 reads 102, -3, -5, 99, 14, 1, 25, 16, 1.7, -1, 2
COc1ccccc1C(=O)C1Nc2ccccc2-c2nnc(SC)nc2O1 (stereo not given) reads 103, -9, -15, 101, 29, -4, 34, 22, 1.3, -5, 0

Remaining list, next part
SMILES	RGS4-Gao reg	Bcl-B Bim block	Bim-Bcl-2	RGS7-Gao	ABCG2 block	Bfl-1 Bim block	Avidin bead fluor	GSH fluor	ABCB1 block	Bim-Bcl-XL	Bcl-W Bim block
O=C(CSCc1cccc(Cl)c1)NCc1ccc2c(c1)OCO2	99	2	-2	102	0	-1	33	13	-0.2	1	1
Nc1cc(=O)[nH]c(=O)n1Cc1ccccc1	103	-1	2	105	3	0	11	18	1.2	0	0
COCCN1C(=O)c2oc3ccccc3c(=O)c2C1c1ccc(O)c(OC)c1 (stereo not given)	98	-3	-5	102	0	-7	6	19	0.0	1	1
CC(C)(C)n1nnnc1C(c1ccccn1)N1CCN(C(c2ccccc2)c2ccccc2)CC1 (stereo not given)	97	-2	0	97	11	-3	13	13	4.0	0	1
CCc1nc2oc3cc(OC)ccc3c(=O)c2c(=O)n1Cc1ccco1	102	-1	-5	95	6	-1	9	16	1.4	-1	-3
COc1ccc(-c2noc(-c3cccc(OC)c3OC)n2)cc1OC	102	-12	-9	99	6	-10	24	16	0.6	-8	-8
Cc1ccc(Oc2ccc(C=O)cn2)cc1	106	0	-1	105	1	0	16	19	0.3	1	0

Single values from the results shown.
Result of O=C(CSCc1cccc(Cl)c1)NCc1ccc2c(c1)OCO2 under ABCG2 block: 0
Result of Nc1cc(=O)[nH]c(=O)n1Cc1ccccc1 under ABCG2 block: 3
Result of COCCN1C(=O)c2oc3ccccc3c(=O)c2C1c1ccc(O)c(OC)c1 (stereo not given) under Bcl-B Bim block: -3
Result of Cc1ccc(Oc2ccc(C=O)cn2)cc1 under Bim-Bcl-2: -1
Result of CCc1nc2oc3cc(OC)ccc3c(=O)c2c(=O)n1Cc1ccco1 under Bim-Bcl-2: -5
